Assay outcomes: PubChem BioAssay, several laboratories
TRPM1 prom inh: reduces MITF-dependent TRPM1 promoter luciferase signal; SK-MEL-5 TRPM1 promoter luciferase, 24 h; actives 0.83% (n = 330,000); inhibition, % at 12.5 µM; AID 488899;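 active = mean inhibition across replicates of 60% or more, whatever share of single replicates reaches that level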; note: values of inactives mirror those of a sister screen read the other way
NR2E3 ag-1: activates human NR2E3 receptor; AID 602229; inhibition of corepressor binding, % at 3.98 µM; actives 0.35% (n = 360,000); CHO-S Gal4-NCOR/VP16-NR2E3 two-hybrid, luciferase;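 active = inhibition above the mean of all tested compounds plus 3 SD, cut at about 70% in these data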;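 note: 0% = DMSO with NR2E3 transfected cells and 100% = cells lacking NR2E3 construct; higher means lower luciferase signal from less NR2E3 corepressor binding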
Target sequence (Q9Y5X4 whole entry, looked up, the tested form may be a part): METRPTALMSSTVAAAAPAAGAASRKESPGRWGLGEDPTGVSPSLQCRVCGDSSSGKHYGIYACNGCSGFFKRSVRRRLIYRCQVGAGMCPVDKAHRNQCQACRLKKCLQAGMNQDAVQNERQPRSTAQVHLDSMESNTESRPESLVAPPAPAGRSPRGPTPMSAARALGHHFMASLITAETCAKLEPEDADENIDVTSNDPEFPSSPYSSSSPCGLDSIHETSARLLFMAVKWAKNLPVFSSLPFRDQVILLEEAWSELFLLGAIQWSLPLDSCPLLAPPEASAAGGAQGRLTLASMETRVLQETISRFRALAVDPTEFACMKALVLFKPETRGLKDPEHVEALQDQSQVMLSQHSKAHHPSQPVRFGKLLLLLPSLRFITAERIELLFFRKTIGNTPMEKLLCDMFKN
CF NFkB inh: blocks PAF-induced NF-kB reporter in cystic fibrosis cells; actives 0.86% (n = 360,000); KKLEB NF-kB-GFP reporter, GFP fluorescence overnight; inhibition, % at 5 µM;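 active = at least 50% inhibition at 5 µM, scaled per plate between neutral and stimulator controls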;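 note: PAF is a Pseudomonas aeruginosa culture filtrate used as stimulus; plate controls were PAF-stimulated DMSO wells for no effect and unstimulated DMSO wells for full effect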
Peg3 promoter: inhibitors of Peg3 promoter | HeLa PEG-Prom luciferase reporter, luminescence, overnight | AID 588405 | actives 1.7% (n = 360,000) | inhibition, % at 20 µM;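 active = inhibition of at least 50% at 20 µM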
Shn3 3UTR inh: inhibitors of Schnurri-3 3'UTR reporter in osteoblasts | Clone20 osteoblast Shn3 3'UTR firefly luciferase, 24 h | inhibition, % at 12.5 µM | actives 0.52% (n = 360,000);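 active = mean inhibition of at least 75% with every replicate also reaching 75%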;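 note: 0% = median of neutral control wells and 100% = pilot-screen positive control compound; some compounds past the cut are filed as inactive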
CaV13 FRET inh: Disruptors of the CACNA1D IQ motif to Ca2+-dependent inactivation inhibitor domain association, primary screening, Förster resonance energy transfer in intact living …; inhibition, % at 12.3 µM; actives 0.098% (n = 340,000); AID 743397; HEK cells, CFP/YFP FRET ICDI-IQ, plate reader, 10 min; percent FRET-ratio fall versus neutral wells;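 active = mean replicate inhibition of at least 30% and at least 1% of replicates passing that level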;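 note: 0% = median of the neutral control wells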
NR2E3 ag-2: activates human photoreceptor nuclear receptor NR2E3; Q9Y5X4; GST-NR2E3/biotin-RetCOR TR-FRET, 1536-well; inhibition of corepressor binding, % at 4.78 µM; actives 0.12% (n = 320,000); AID 2300;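 active = percent inhibition above the cutoff of mean plus 3 SD of all tested compounds, set per screening campaign, cut at about 20% in these data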;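 note: 0% = DMSO wells and 100% = biotin wells as full block of FRET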
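System: GST-tagged NR2E3 plus biotinylated RetCOR corepressor; Amount: 1.35 nM GST-tagged NR2E3 final; Dosing: single nominal compound dose of 4.8 µM; Schedule: 5 h incubation at 4 °C; Technique: TR-FRET with europium anti-GST and streptavidin-D2, 340 nm excitation; Controls: biotin wells as high control, 0.6% DMSO wells as low control.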
PDI inh: PDI (human) enzyme inhibition | actives 0.052% (n = 350,000) | PDI insulin aggregation turbidity, A650, 90 min | inhibition, % at 10 µM | P07237;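 active = mean inhibition across replicates of 30% or more, whatever share of single replicates reach that level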;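 note: absorbance from insulin aggregation driven by PDI reduction with DTT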
Target sequence (P07237 whole entry, looked up): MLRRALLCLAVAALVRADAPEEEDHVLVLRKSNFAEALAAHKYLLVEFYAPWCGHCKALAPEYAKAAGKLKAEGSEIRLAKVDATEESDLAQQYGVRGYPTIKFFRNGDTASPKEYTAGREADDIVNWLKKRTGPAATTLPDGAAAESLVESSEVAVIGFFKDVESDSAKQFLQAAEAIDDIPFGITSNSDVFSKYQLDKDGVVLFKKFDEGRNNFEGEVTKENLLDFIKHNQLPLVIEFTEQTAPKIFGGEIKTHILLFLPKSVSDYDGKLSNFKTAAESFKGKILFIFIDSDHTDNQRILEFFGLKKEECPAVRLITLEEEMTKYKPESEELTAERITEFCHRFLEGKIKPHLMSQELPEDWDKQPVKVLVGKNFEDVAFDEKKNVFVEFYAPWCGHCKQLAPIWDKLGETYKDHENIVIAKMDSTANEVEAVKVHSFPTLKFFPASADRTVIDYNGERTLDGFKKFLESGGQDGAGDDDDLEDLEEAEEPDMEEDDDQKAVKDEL
KKLEB tox: reduces viability of KKLEB cystic fibrosis airway cells. activity change (cytotoxicity), % at 5 µM. actives 0.36% (n = 360,000). AID 602141. KKLEB CF airway cells viability, ATPlite luminescence, overnight; stronger effect = lower value; cells stimulated with P. aeruginosa culture filtrate;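 active = corrected activity change at or below -50% at 5 µM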
Vif inh: blocks HIV Vif function; HEK293T cells, Vif self-association by quenched fluorescence, imaging, 24 h; inhibition, % at 7.49 µM; actives 0.35% (n = 340,000); AID 602346; in the data active = inhibition above about 50%, passing the limit was not always enough; note: some results filed as inactive read as strong as hits
HIF-2a inh: inhibitors of HIF-2a | 786-0 RCC cells HIF-2a reporter, luciferase luminescence, overnight | inhibition, % at 18.8 µM | actives 0.72% (n = 360,000) | AID 624352;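 active = inhibition of the luminescence signal of 40% or more relative to plate controls, in a single-dose primary screen at 18.75 µM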
* hit, by the source's call; x = not tested or not shown. Not a hit list; about 3.3% have a hit in one of these screens.

#	smiles	TRPM1 prom inh	NR2E3 ag-1	CF NFkB inh	Peg3 promoter	Shn3 3UTR inh	CaV13 FRET inh	NR2E3 ag-2	PDI inh	KKLEB tox	Vif inh	HIF-2a inh
1	O=C(CNC1CCCC1)Nc1cc(Cl)ccc1[N+](=O)[O-]	6	12	3	-4	5	-4	-1	2	-4	-1	-7
2	COc1ccc(CCNC(=O)c2nnn(CC(=O)Nc3cccc(F)c3)c2N)cc1OC	5	-32	-4	8	4	-5	3	-13	2	16	11
3	Cc1cccc(C)c1NC(=O)CNC(=O)c1ccc2ccccc2n1	18	-10	17	2	-12	-3	3	-2	-7	-7	12
4	CC(C)N(C(=O)Cn1cc(SCC(=O)N2CCCC2)c2ccccc21)C(C)C	-12	-2	-12	3	19	13	2	6	3	-13	1
5	COc1ccc(CCN=C(N)NS(=O)(=O)c2ccc(OC)c(OC)c2)cc1OC	4	-16	15	18	6	-6	3	12	-5	3	11
6	CC(=O)Nc1ccc(S(=O)(=O)Oc2cccc(/C=N/N=C3/NC(=O)C(CC(=O)O)S3)c2)cc1 (configuration not stated)	3	8	13	1	-1	2	3	2	0	-3	16
7	CCN(c1ccccc1)c1cc(C)nc2ncnn12	6	-42	-11	10	13	-2	1	x	-2	-7	6
8	CC(C)c1ccc(NC(=O)Cn2c(=O)oc3cccnc32)cc1	-4	-9	14	-14	-26	-19	1	3	-18	16	-19
9	c1cn(CCCNc2ncnc3sc4c(c23)CCC4)cn1	-8	-13	18	22	-40	-7	6	-2	-13	-14	24
10	CCOc1ccc(C2CC(=O)NC(SCC(=O)OC)=C2C#N)cc1 (configuration not stated)	x	-29	-2	3	-10	-6	2	6	-6	x	8
11	CCOc1ccc(OCCOCCOc2c(Cl)cccc2Cl)cc1	0	-4	8	12	17	0	3	-3	1	-4	8
12	CC(C)(C)c1ccc(-c2nc3cc(N)ccc3o2)cc1	13	-39	18	-170	11	-20	-1	3	-49	-8	-93
13	COc1cc(/C=C2\SC(N3CCCCC3)=NC2=O)cc(OC)c1OC	15	-20	-4	-5	-11	-5	-2	0	-6	-12	-6
14	COc1ccc(C(=O)COC(=O)c2ccc(Cl)nc2)c(OC)c1	-20	-16	-7	-47	9	-7	-4	-6	18	0	1
15	O=S(=O)(c1ccccc1)N1CCN=C1SCc1ccc(Cl)cc1	5	-5	15	9	-15	2	0	-20	-14	-4	12
16	CCC(=O)N(Cc1cc2cc(OC)ccc2[nH]c1=O)c1ccccc1C	1	-17	0	6	-6	-5	2	2	7	-1	2
17	CCCCC1=CC2=CC(=O)C(C)(OC(=O)CCc3ccccc3)C(=O)C2=CO1 (configuration not stated)	0	22	20	1	67	-6	-3	-1	-3	0	6
18	Cn1c(N)c(C(=O)COC(=O)C2(c3ccc(Cl)cc3)CCCC2)c(=O)n(C)c1=O	4	-9	0	40	-4	x	-1	-6	-2	-10	22
19	O=[N+]([O-])c1cccc(-c2ccc3nnc(SCc4ccccn4)n3n2)c1	3	17	-51	4	-9	-2	3	-1	11	2	-3
20	N#C/C(=C\C=C\c1ccccc1[N+](=O)[O-])c1nc(-c2ccc3c(c2)OCO3)cs1	8	-16	-7	18	-16	x	0	11	-54*	8	-7

Next part
#	smiles	TRPM1 prom inh	NR2E3 ag-1	CF NFkB inh	Peg3 promoter	Shn3 3UTR inh	CaV13 FRET inh	NR2E3 ag-2	PDI inh	KKLEB tox	Vif inh	HIF-2a inh
21	COc1ccc(Cc2nnc(SCC(=O)c3ccccc3)o2)cc1	4	3	-17	-23	6	-4	-1	9	8	x	-17
22	COc1ccc(C(=O)OCCNC(=O)c2c(Cl)nc3ccccn23)cc1	2	-9	11	10	13	x	3	11	-20	9	-8
23	Cc1ccc(S(=O)(=O)NC(CC(C)C)C(=O)Oc2ccc3c4c(c(=O)oc3c2)CCC4)cc1 (configuration not stated)	5	-7	-11	10	14	-8	-1	-6	14	0	-15
24	C=C(C)Cc1c(C)nc(-c2ccccc2)[nH]c1=O	-4	-16	-11	-25	-1	-6	0	-15	6	17	-1
25	CC(Oc1ccccc1F)c1nnc(SCC(=O)c2c(N)n(C3CC3)c(=O)[nH]c2=O)o1 (configuration not stated)	1	7	-12	1	-1	-4	2	-3	9	2	11
26	O=S(=O)(c1ccc(=S)[nH]c1)N1CCCCC1	-7	8	0	-16	-13	-6	0	0	6	-2	4
27	CCc1ccc2c(c1)C1(SC(NC(C)=O)=NN1C(C)=O)C(=O)N2C(C)C (configuration not stated)	5	-6	0	7	4	x	5	24	6	0	3
28	O=C(NN1CCOCC1)C12CC3CC(CC(C3)C1)C2	-5	-2	6	6	-22	-3	1	2	2	-1	22
29	COc1ccc2cc(C(N)=O)/c(=N\NC(=O)c3ccccc3)oc2c1	34	-81	-31	-24	23	-16	-6	4	-6	-7	-42
30	O=C(Nc1nnc(Cc2ccc(Cl)cc2)s1)c1cccnc1	5	-18	3	3	6	0	2	7	-6	-7	-18
31	O=C(c1ccc(S(=O)(=O)N2CCCCCC2)cc1)N1CCN(c2ccccn2)CC1	21	15	15	12	-13	x	1	-5	-6	1	-1
32	CCc1cc(=O)oc2c(C)c(OC(C)C(=O)NCCCn3ccnc3)ccc12 (configuration not stated)	2	-5	14	11	-12	-17	-1	2	8	-3	3
33	CN1C(=O)C2(Oc3ccccc3C3CC(c4ccccc4)=NN32)c2ccccc21 (configuration not stated)	-36	-98	-20	-165	-105	x	0	5	9	-7	-172
34	CCCCOc1ccc(CSc2nnc(C)n2N)cc1[N+](=O)[O-]	5	27	-22	-10	1	-5	1	-1	10	10	14
35	CC1CCCCC1NC(=O)CN1C(=O)NC(C)(c2cc(F)ccc2F)C1=O (configuration not stated)	4	19	-13	11	2	-4	-3	-1	5	-7	-7
36	COc1ccc(OC)c(Nc2nc3nonc3nc2N2CCCC(C)C2)c1 (configuration not stated)	1	2	-15	10	-3	-5	-1	9	4	2	10
37	O=C1/C(=C/c2ccco2)SC(=S)N1CCC(=O)N1CCCCC1CCO (configuration not stated)	8	-3	7	9	-38	-3	-1	5	2	-4	-12
38	Cc1nc(NNC(=O)c2ccc([N+](=O)[O-])cc2)cc(-c2ccccc2)n1	-2	-22	8	-13	3	-2	-1	-1	-6	-7	18
39	CCN(CC(=O)Nc1ccc(NC(C)=O)cc1)C(=O)c1ccc2c(c1)S(=O)(=O)N=C1CCCCCN12	-2	-15	-2	-15	6	-4	1	-8	6	-6	-2
40	COc1ccc(NC(=O)C2CC(=O)n3ncnc3N2)cc1 (configuration not stated)	7	-20	15	9	15	-6	2	3	5	-1	5

Additional results.
#	smiles	TRPM1 prom inh	NR2E3 ag-1	CF NFkB inh	Peg3 promoter	Shn3 3UTR inh	CaV13 FRET inh	NR2E3 ag-2	PDI inh	KKLEB tox	Vif inh	HIF-2a inh
41	c1ccc(-c2nc3c4ccccc4ccn3c2CN2CCCCC2)cc1	-5	4	-12	-78	1	-15	-1	0	-1	-8	-103
42	CCOC(=O)c1[nH]c2ccc(OC)cc2c1NS(=O)(=O)c1ccc(Cl)s1	-1	-6	-5	1	11	-3	1	0	-19	6	28
43	CC(c1ccco1)N(C(=O)COc1ccccc1[N+](=O)[O-])c1ccccn1 (configuration not stated)	-10	-37	8	-59	-16	x	1	0	5	3	-147
44	COCCN1Cc2cccc(C(=O)Nc3cccc(C)c3C)c2C1=O	3	-24	-5	7	-4	-4	3	4	4	-4	3
45	CCCC(=O)Nc1ccc(S(=O)(=O)N2CCc3ccccc32)cc1	x	-10	3	26	-4	-12	x	-3	-3	-3	36
46	COc1ccc(NC(=O)C(C)N2C(=O)c3ccccc3C2=O)cc1S(=O)(=O)N1CCOCC1 (configuration not stated)	5	-20	-7	-13	-6	-4	5	2	4	-2	1
47	O=C1/C(=C/c2cccc(Br)c2)SC(=S)N1/N=C/c1cc([N+](=O)[O-])ccc1O	1	-6	-4	-11	-14	-3	2	-21	2	-1	5
48	O=C(c1c(F)cccc1F)N(Cc1ccccn1)C1CC1	0	24	4	6	-4	-2	6	1	-1	9	4
49	Cc1cc(N(C)C)cc(C)[n+]1[O-]	11	11	-3	12	-5	-7	-2	0	-8	10	16
50	O=C(COC(=O)/C=C/c1cccc(Br)c1)Nc1ccc(Cl)cn1	x	16	16	5	-2	2	x	2	10	9	23
51	CC(=O)Nc1cc(NC(=O)CCCC(=O)O)ccc1Cl	9	-20	3	11	2	3	0	-1	5	28	2
52	Cc1nnc(NC(=O)CSc2ccc([N+](=O)[O-])cn2)s1	5	-5	-3	11	4	-4	3	0	12	-1	7
53	COc1ccc(/C=N\NC(=O)c2ccccc2Br)cc1COc1c(F)c(F)cc(F)c1F	15	49	14	24	2	-9	0	-9	-10	-27	7
54	COc1cccc(CCc2nnc(N)s2)c1	2	2	-14	12	-7	-5	2	-1	0	-1	8
55	COc1ccc(S(=O)(=O)N2CCOCC2)cc1N=Nc1sc(N)nc1-c1ccccc1	7	18	0	27	-15	-4	-1	17	-14	-4	21

Three entries from above, sorted by count of non-hydrogen atoms, descending.
#	smiles	TRPM1 prom inh	NR2E3 ag-1	CF NFkB inh	Peg3 promoter	Shn3 3UTR inh	CaV13 FRET inh	NR2E3 ag-2	PDI inh	KKLEB tox	Vif inh	HIF-2a inh
45	CCCC(=O)Nc1ccc(S(=O)(=O)N2CCc3ccccc32)cc1	x	-10	3	26	-4	-12	x	-3	-3	-3	36
48	O=C(c1c(F)cccc1F)N(Cc1ccccn1)C1CC1	0	24	4	6	-4	-2	6	1	-1	9	4
51	CC(=O)Nc1cc(NC(=O)CCCC(=O)O)ccc1Cl	9	-20	3	11	2	3	0	-1	5	28	2
